# TAAR1 antagonist: human TAAR1 antagonists, primary screen, Fluo-8 calcium fluorescence, CHO RD-HGA16 cells | Trace amine-associated receptor 1 (Homo sapiens), Q96RJ0 | antagonist | inhibition, % at 3 µM | hit rate 1.5% among 360,000;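 active means inhibition above a per-plate cutoff, the mean inhibition of test compounds on that plate plus 3 SD, cut at about 49% in these data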;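 further: 0% = DMSO plus EC80 beta-PEA response and 100% = DMSO alone without agonist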
# Target sequence (Q96RJ0 whole entry, looked up): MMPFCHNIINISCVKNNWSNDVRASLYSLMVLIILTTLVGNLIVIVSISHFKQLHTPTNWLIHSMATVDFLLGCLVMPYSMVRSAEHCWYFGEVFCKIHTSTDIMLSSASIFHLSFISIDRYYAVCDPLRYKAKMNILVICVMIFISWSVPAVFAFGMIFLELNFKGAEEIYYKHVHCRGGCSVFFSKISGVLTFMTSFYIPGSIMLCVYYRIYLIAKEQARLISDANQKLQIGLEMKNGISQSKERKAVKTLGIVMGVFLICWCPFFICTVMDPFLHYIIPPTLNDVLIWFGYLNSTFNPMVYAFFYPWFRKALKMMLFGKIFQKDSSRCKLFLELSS
#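 Material: CHO RD-HGA16 cells bearing hTAAR1; compound dosing: one-point dosing, 3 µM nominal final; schedule: dye loading 75 min at 37 °C, then 30 min room temperature; measured by: calcium fluorescence with Fluo-8; control set: vehicle and agonist controls; replication: n of 1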
# CHRM1 antagonist: human M1 muscarinic receptor antagonists, primary screen, CHO-K1 cells, Fluo-8 calcium fluorescence, 1536-well. hit rate 1.3% among 360,000. CHO-K1 hM1, ACh EC80 antagonist. Muscarinic acetylcholine receptor M1 (Homo sapiens), P11229. AID 588852, 2011. inhibition, % at 3 µM;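 active means percent inhibition above its own plate's cutoff, namely the mean of that plate's compound wells plus 3 SD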;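 further: peak over basal fluorescence ratio during 140 s after agonist addition; 0% = ACh EC80 plus DMSO and 100% = DMSO alone without agonist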
# Target sequence (P11229 whole entry, looked up): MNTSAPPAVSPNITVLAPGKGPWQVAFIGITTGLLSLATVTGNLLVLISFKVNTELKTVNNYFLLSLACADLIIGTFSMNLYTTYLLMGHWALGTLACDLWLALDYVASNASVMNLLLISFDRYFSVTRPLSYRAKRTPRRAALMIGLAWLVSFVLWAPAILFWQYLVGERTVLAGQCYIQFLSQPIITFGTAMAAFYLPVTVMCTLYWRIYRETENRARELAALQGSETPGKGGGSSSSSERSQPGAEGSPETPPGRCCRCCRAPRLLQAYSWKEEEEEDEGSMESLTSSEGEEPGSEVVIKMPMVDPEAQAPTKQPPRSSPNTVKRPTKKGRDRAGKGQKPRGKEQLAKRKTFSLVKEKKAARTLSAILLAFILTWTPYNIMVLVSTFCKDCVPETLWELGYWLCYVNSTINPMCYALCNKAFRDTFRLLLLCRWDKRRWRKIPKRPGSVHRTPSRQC
# CHRM1 agonist: human M1 muscarinic receptor agonists, primary screen, Fluo-8 calcium fluorescence, CHO-K1 cells, HTS; Muscarinic acetylcholine receptor M1 (Homo sapiens), P11229; CHO-K1 hM1, agonist mode; 0% DMSO, 100% acetylcholine EC100; activation, % at 3 µM; hit rate 0.33% among 360,000;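 active means activation above the run's mean compound activation plus 3 SD, cut at about 16% in these data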;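 further: peak over basal fluorescence ratio within a 140 s kinetic read after compound addition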
# CHO parental Ca: ATP-evoked calcium signal inhibitors, parental CHO, primary screen, counter-screen for OX1R antagonist project, cell-based, fluorescence, Fluo-8 calcium dye; parental CHO-K1, ATP-induced calcium, Fluo-8 fluorescence; inhibition, % at 5.6 µM; hit rate 0.63% among 330,000; AID 463079, 2010;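 active means inhibition above that plate's mean sample inhibition plus 3 SD, cut at about 26% in these data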;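 further: 0% = ATP-challenged DMSO wells and 100% = DMSO wells without ATP; some compounds past the cut are filed as inactive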
#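 Measured by: calcium-sensitive Fluo-8 fluorescence / Test system: CHO parental line / Controls: ATP-challenged DMSO wells low, unchallenged DMSO wells high / Measure: % inhibition / Compound: single nominal dose of 5.6 µM per compound / Replicates: single well per compound, no replicates / Reagent: ATP as calcium-mobilizing challenge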
# TAAR1 ag: human TAAR1 agonists, primary screen, Fluo-8 calcium fluorescence, CHO RD-HGA16 cells | Trace amine-associated receptor 1 (Homo sapiens), Q96RJ0 | vehicle wells 0%, saturating PEA agonist 100% | activation, % at 3 µM | hit rate 0.99% among 360,000 | AID 624467, 2012;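 active means activation above the mean activation of all test compounds in the run plus 3 SD, cut at about 38% in these data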
#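 Test system: RD-HGA16 (CHO) cells co-expressing Gα16 and hTAAR1 / Benchmarks: DMSO vehicle as 0%, PEA at EC100 as 100% / Repeats: no replicates (n 1) / Measure: % activation from peak over basal fluorescence ratio, DMSO-to-PEA scaled / Timing: 17-24 h plating, Fluo-8 75 min 37 °C, 30 min RT / Technique: kinetic Fluo-8 calcium fluorescence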
# CHO-K1 Ca ag: counter-screen for M1 agonists: effect in parental CHO-K1 cells; Fluo-8 calcium fluorescence; scaled to maximal ATP response, vehicle zero; activation, % at 3 µM; hit rate 0.48% among 360,000; AID 602248, 2012; in the data active means activation above about 15%;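 further: untransfected CHO-K1 host cells lacking M1 receptor as counterscreen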
# M1 PAM: human M1 muscarinic receptor positive allosteric modulators, primary screen, CHO-K1 cells, Fluo-8 calcium fluorescence, 1536-well | Muscarinic acetylcholine receptor M1 (Homo sapiens), P11229 | CHO-K1 hM1, ACh EC20; 0% = ACh EC20, 100% = maximal ACh | activation, % at 3 µM | hit rate 0.088% among 360,000 | AID 588819, 2011; in the data active means activation above about 19%, passing the limit was not always enough
# M1 PAM parental: nonselective calcium activators in parental CHO-K1 cells, primary screen, counter-screen for M1 PAM project, cell-based, Fluo-8 calcium fluorescence, full deck, 1536-well; activation, % at 3 µM; hit rate 0.02% among 360,000; ATP EC20; 0% at ATP EC20, 100% at ATP max;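 active means activation above the run cutoff, the mean activation of all test compounds plus 3 SD, cut at about 40% in these data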;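 further: peak over basal fluorescence ratio in a 140 s read after ATP addition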
# CHO-K1 Ca antag: nonselective inhibitor or artifact in parental CHO-K1 cells; ATP-induced calcium, Fluo-8 fluorescence; inhibition, % at 3 µM; hit rate 0.6% among 360,000; AID 602250;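 active means inhibition above a per-plate cutoff, the plate's mean sample inhibition plus 3 SD, cut at about 24% in these data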;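 further: 0% = DMSO plus EC80 ATP and 100% = DMSO alone without ATP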
# * marks the source's active call; other numbers are inactive results; . = not tested or not shown.
SMILES,TAAR1 antagonist,CHRM1 antagonist,CHRM1 agonist,CHO parental Ca,TAAR1 ag,CHO-K1 Ca ag,M1 PAM,M1 PAM parental,CHO-K1 Ca antag
O=C(CSc1nc2ncc(Cl)cc2[nH]1)NCC(=O)Nc1ccc(F)c(F)c1F,-10,4,-4,3,5,-0.2,1,-11,3
CC(=O)[C@@]1(O)[C@H](C)CC2C3CC=C4CC(OP(=O)(O)O)CC[C@]4(C)C3CC[C@@]21C (stereo partly drawn),-6,-9,-11,-7,1,1.4,-3,15,-17
CCCCCCc1ccc(N2C[C@H](Cc3ccccc3)[C@@H](CC(=O)NCc3ccc(OC)cc3)C2=O)cc1,-18,7,-2,-29,1,-0.3,-11,-11,-3
O=C(NCc1ccc(Cl)cc1)c1ccc(Cl)cc1[N+](=O)[O-],20,-16,-1,-10,34,0.1,11,8,-3
O=C(O)Cc1nc2nc3c(c(=O)n2[nH]1)CCCC3,-4,-6,0,-1,6,0.5,10,11,0
O=C(CCCN1C(=O)/C(=C\c2cccc(Br)c2)SC1=S)Nc1cccnc1,26,-11,-5,-31,7,1.0,4,6,-1
CCc1cccc(CC)c1NC(=O)C(CC)Sc1nc2ccsc2c(=O)n1CCC(=O)O (stereo not drawn),-1,-10,-6,.,0,0.2,0,7,-4
Cc1cccc(NC(=O)c2cc(=O)c3ccccc3o2)n1,7,-5,-5,-10,7,1.1,1,17,-9
COc1ccccc1CCNC(=O)c1ccc(NC(=O)CC2SC(N3CCCC3)=NC2=O)cc1 (stereo not drawn),-30,-16,-1,-9,-1,-0.1,13,11,1
CCc1ccc(-c2nn(-c3cc(Cl)ccc3[N+](=O)[O-])c(=O)c3ccccc23)cc1,2,-11,-3,.,10,-0.2,6,3,-4
CC1(C(=O)NCCc2c[nH]c3ccccc23)CCN1Cc1ccccc1OC(F)F (stereo not drawn),21,-9,-1,.,1,3.0,2,11,-10
CN(C)C(=O)C1C2NC(=S)N(c3ccc(Cl)cc3)C1(C)Oc1ccc(Cl)cc12 (stereo not drawn),2,-11,-1,0,2,0.2,9,-7,-3
CCCC(=O)Nc1ccc2c(c1)nc(CCNC(=O)c1ccco1)n2C,-16,-9,-1,6,0,0.2,10,5,-8
O=C(COC(=O)Cc1ccc(S(=O)(=O)N2CCOCC2)s1)Nc1ccc(F)cc1F,11,2,-1,-4,4,1.4,-1,13,-16
N#Cc1c2nc3ccccc3nc2n2cc(NC(=O)c3ccc(F)cc3)ccc12,7,0,3,.,9,3.7,5,7,0
Cc1ccccc1C1=N/C(=C/c2cccs2)C(=O)O1,1,1,-3,-4,12,-0.3,9,15,9
c1ccc(C2CC(c3cccs3)n3nnnc3N2)cc1 (stereo not drawn),-14,-5,-4,-3,2,1.1,8,21,-4
CN1CCN(c2ccc(NC(=S)NC(=O)c3cccc4c(Br)cccc34)cc2)CC1,-12,20,-5,-5,2,1.7,-12,20,-17
CCCCN(CC)CCCNC(=O)C1CCN(c2ncnc3c2sc2cccc(F)c23)CC1,-19,42*,-5,-15,1,0.1,-18,-8,-1
COc1ccc(C2C(C)C(=O)C(C)C(c3ccc(OC)cc3)N2N=O)cc1 (stereo not drawn),-9,-8,-4,.,2,0.2,8,9,-7
CCOC(=O)c1cccc(NC(=O)/C=C/c2ccc([N+](=O)[O-])cc2)c1,31,-3,-5,-5,3,4.4,1,19,-14
COc1ccc(NS(=O)(=O)c2ccc3c(c2)Cc2ccccc2-3)cn1,15,21,5,22,2,7.8,-11,0,-10
C[C@@]12C(=O)N(c3ccccc3)C(=O)N1[C@@H]1c3ccccc3OC[C@@H]1[C@H]2c1ccccc1,55*,21,-5,-10,6,1.9,-14,8,-10
Cc1ccc(S(=O)(=O)CC(=O)Nc2cc(C)on2)cc1,-18,-15,-2,-5,6,0.8,11,9,-7
COc1cc(/C=C2\SC(=Nc3ccccc3OC)NC2=O)ccc1O,16,7,-5,3,4,3.6,-1,16,-1
SMILES,TAAR1 antagonist,CHRM1 antagonist,CHRM1 agonist,CHO parental Ca,TAAR1 ag,CHO-K1 Ca ag,M1 PAM,M1 PAM parental,CHO-K1 Ca antag
COCCCNC(=S)N(Cc1ccccc1)Cc1ccccc1,-15,7,-7,-10,4,0.1,-7,1,6
CCC(C)N1C(=S)SC(C)(C)C1N(O)C(=O)NC1CCCCC1 (stereo not drawn),-15,-3,-6,-24,3,0.6,-2,6,-8
COC(=O)c1ccc(COc2cccc3c2CCN(Cc2cccc(C)c2)C3=O)o1,48,-4,-6,-35,10,3.4,-2,10,-9
CC1CCN(S(=O)(=O)c2cccc(C(=O)Nc3ccccc3)c2)CC1,17,-6,-8,2,2,4.3,4,12,-13
Cc1ccc(-c2cc(C(=O)N3CC4(C)CC3CC(C)(C)C4)no2)cc1 (stereo not drawn),-25,-16,-2,-14,4,1.2,2,11,-12
CCOC(=O)CSc1cc(C)c(C#N)c2nc3ccccc3n12,-9,11,-7,-8,5,0.6,-8,-4,-7
CCOC(=O)c1nc(-c2ccccc2)oc1N1CCOCC1,7,-3,-4,-7,8,-0.1,7,12,-4
COc1ccccc1CNc1nc2cc(-c3sccc3C)sc2c(=O)n1C,12,-9,-1,.,0,0.5,1,12,-13
O=C(CNC(=O)C12CC3CC(CC(C3)C1)C2)N1CCCC(C(F)(F)F)C1 (stereo not drawn),-10,-20,-1,.,9,0.7,8,7,-4
CCCc1nc2oc3c(Cl)ncnc3c2c2c1CCCC2,-42,52*,-7,4,2,-0.3,-24,19,-6
CCCCn1nnnc1C(c1cc2ccccc2o1)N1CCCC1 (stereo not drawn),-7,.,.,.,-2,-0.7,.,-6,5
Cc1ccnc(NC(=O)CNC(=O)c2ccccc2)c1,-15,-9,-2,-14,0,0.3,7,11,-5
OC[C@@H](O)C1OC2NC(=S)OC2C1O (stereo partly drawn),-10,-11,-4,0,0,0.5,9,22,-10
O=C(N/N=C/c1ccc(Cl)cc1Cl)c1ccc(-n2cnnn2)cc1,1,-5,-3,-8,10,2.1,9,-2,2
O=C(c1ccc(COc2ccccc2[N+](=O)[O-])o1)N1CCCCCC1,-15,-21,-3,-20,6,1.9,-1,20,-3
COCC(=O)N1CCC(Oc2ccc(C(=O)N(C)Cc3nccs3)cc2)CC1,-1,-3,-3,7,1,0.3,1,-12,1
CC(C)Oc1ccc(/C=N/NC(=O)c2nnn(-c3nonc3N)c2CN(C)c2ccccc2)cc1,22,7,2,-6,32,2.8,-4,-3,-1
COc1ccc(NC(=O)c2onc(C)c2Cl)cc1OC,-11,-8,-4,-8,2,0.1,5,20,-7
CCOP(=O)(OCC)C(C#N)=C1SCN(c2ccccc2)CS1,10,-18,-6,3,5,-0.1,-9,13,-11
O=C1CSC(c2cccnc2)N1c1ccc(F)cc1 (stereo not drawn),-6,3,-3,-9,12,-0.4,7,2,10
Cc1ccc(NC(=O)CSc2nnc(-c3ccncc3)s2)cc1,-9,-6,-7,-1,4,1.7,5,-6,-14
O=C(c1cc(-c2ccco2)on1)N1CCOCC1,3,5,-2,-5,6,0.4,0,13,-6
COc1ccc(C2C(CC(=O)O)=C(O)C(=O)N2c2ccccc2)cc1 (stereo not drawn),10,-15,-2,-15,4,0.2,10,9,-9
CN(C)CCCNc1ccc(-c2nn(C)c(=O)c3ccccc23)cc1[N+](=O)[O-],13,-6,-15,-9,1,-0.8,9,13,-11
CC1CCC/C(=N\NC(=S)Nc2ccccc2)C1 (stereo not drawn),14,3,-15,-10,-1,0.2,1,20,-4
Cc1ccc(NC(=O)c2ccccc2F)nc1,7,2,-3,-3,18,4.2,1,18,-3
COc1ccc(OC2C(=O)N(Cc3ccc4c(c3)OCO4)C2c2sccc2C)cc1 (stereo not drawn),50*,8,-3,12,3,6.0,-9,12,4
CC(=O)Nc1cccc(-c2csc(Nc3ccc(C)cn3)n2)c1,-10,0,-5,-27,0,1.0,8,5,2

# Compounds shown so far with a thiophene ring, fused or not:
SMILES,TAAR1 antagonist,CHRM1 antagonist,CHRM1 agonist,CHO parental Ca,TAAR1 ag,CHO-K1 Ca ag,M1 PAM,M1 PAM parental,CHO-K1 Ca antag
CCc1cccc(CC)c1NC(=O)C(CC)Sc1nc2ccsc2c(=O)n1CCC(=O)O (stereo not drawn),-1,-10,-6,.,0,0.2,0,7,-4
O=C(COC(=O)Cc1ccc(S(=O)(=O)N2CCOCC2)s1)Nc1ccc(F)cc1F,11,2,-1,-4,4,1.4,-1,13,-16
Cc1ccccc1C1=N/C(=C/c2cccs2)C(=O)O1,1,1,-3,-4,12,-0.3,9,15,9
c1ccc(C2CC(c3cccs3)n3nnnc3N2)cc1 (stereo not drawn),-14,-5,-4,-3,2,1.1,8,21,-4
CCCCN(CC)CCCNC(=O)C1CCN(c2ncnc3c2sc2cccc(F)c23)CC1,-19,42*,-5,-15,1,0.1,-18,-8,-1
COc1ccccc1CNc1nc2cc(-c3sccc3C)sc2c(=O)n1C,12,-9,-1,.,0,0.5,1,12,-13
COc1ccc(OC2C(=O)N(Cc3ccc4c(c3)OCO4)C2c2sccc2C)cc1 (stereo not drawn),50*,8,-3,12,3,6.0,-9,12,4

# A second format for some results above.
CC1CCN(S(=O)(=O)c2cccc(C(=O)Nc3ccccc3)c2)CC1
  TAAR1 antagonist: 17 | CHRM1 antagonist: -6 | CHRM1 agonist: -8 | CHO parental Ca: 2 | TAAR1 ag: 2 | CHO-K1 Ca ag: 4.3 | M1 PAM: 4 | M1 PAM parental: 12 | CHO-K1 Ca antag: -13

Cc1ccc(-c2cc(C(=O)N3CC4(C)CC3CC(C)(C)C4)no2)cc1 (stereo not drawn)
  TAAR1 antagonist: -25 | CHRM1 antagonist: -16 | CHRM1 agonist: -2 | CHO parental Ca: -14 | TAAR1 ag: 4 | CHO-K1 Ca ag: 1.2 | M1 PAM: 2 | M1 PAM parental: 11 | CHO-K1 Ca antag: -12

# Source: PubChem (The Scripps Research Institute Molecular Screening Center)
